TRHR PAM = allosterically enhances the human TRH receptor | P34981 | TRHR cells, fluo-8 calcium fluorescence, EC20 TRH enhancement | enhancement, % at 2 µM | 360,000 compounds, 0.66% hits | AID 493056; in the data active = enhancement above about 30%; note: 0% is about no effect
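TRHR-expressing cells loaded with fluo-8 calcium dye were read kinetically (ex 480/em 530) during compound addition, then stimulated with an EC20 of TRH (10 nM final). Enhancement of the Gq-mediated intracellular calcium response was scored.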
TrxR1 substrate = rat thioredoxin reductase 1 substrate activity | purified TrxR1 substrate turnover, NADPH consumption readout | Potency, µM (titrated, usually from 114 µM), without a hit: at the highest dose activity change, negative = substrate turnover | 390,000 compounds, 0.01% hits; note: potency is the fitted concentration of half-maximal effect; % is set by controls: 0 for no effect and ±100 for the full control effect; nearly all actives have a fitted effect of over 50% in size
Target sequence (O89049 whole entry, looked up): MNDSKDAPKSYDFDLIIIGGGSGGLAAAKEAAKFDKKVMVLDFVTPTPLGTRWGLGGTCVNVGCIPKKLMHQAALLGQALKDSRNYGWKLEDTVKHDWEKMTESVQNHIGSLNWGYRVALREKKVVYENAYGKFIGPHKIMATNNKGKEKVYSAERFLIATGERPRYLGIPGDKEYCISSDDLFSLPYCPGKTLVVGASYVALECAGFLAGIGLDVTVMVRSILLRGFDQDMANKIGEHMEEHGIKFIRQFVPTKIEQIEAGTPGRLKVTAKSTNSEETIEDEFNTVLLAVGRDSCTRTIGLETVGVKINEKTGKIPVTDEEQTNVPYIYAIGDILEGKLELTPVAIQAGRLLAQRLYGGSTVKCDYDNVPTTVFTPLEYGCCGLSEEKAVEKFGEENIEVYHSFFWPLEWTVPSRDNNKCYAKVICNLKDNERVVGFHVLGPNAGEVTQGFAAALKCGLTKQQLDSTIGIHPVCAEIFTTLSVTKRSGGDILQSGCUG
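Rat TrxR1, dispensed at 90 nM, was prereduced with 400 uM NADPH (final) for 5 min at ~22 deg C, then incubated with compound 15 min before 400 uM selenite. A first-read NADPH fluorescence drop versus no-compound background flagged substrates.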
Pin1 inh = blocks the human prolyl isomerase Pin1 | 390,000 compounds, 0.009% hits | Q13526 | Pin1 FP peptide displacement, HiFluor488, 10 min | Potency, µM (titrated, usually from 115 µM), without a hit: at the top dose activity, negative = inhibition, most hits filed as inhibitors; active = well fitted inhibition curve with a large enough effect in the polarisation, with a control signal flat, not every such curve was filed as active; inconclusive = small, poorly fitted or top-dose-only effect, or effect the other way, or a change in a side signal; inactive = no such curve, though single readings can be large or run the other way; the % refers to the polarisation; note: potency is the fitted concentration of half-maximal effect; % is set by controls: 0 for no effect and ±100 for the full control effect
Target sequence (Q13526 whole entry, looked up): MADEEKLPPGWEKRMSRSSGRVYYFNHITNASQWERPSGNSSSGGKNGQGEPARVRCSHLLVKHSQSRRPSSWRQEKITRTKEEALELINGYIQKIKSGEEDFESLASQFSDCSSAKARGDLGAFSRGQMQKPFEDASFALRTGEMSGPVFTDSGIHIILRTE
TRHR ag = agonists of human TRH receptor; P34981; TRHR cells, calcium flux fluo-8, FDSS agonist mode; activation, % at 2 µM; 360,000 compounds, 0.18% hits; in the data active = activation above about 30%; note: 0% is about no effect
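TRHR-expressing cells, plated overnight in medium with 10% serum, were loaded with fluo-8 calcium dye at room temperature. After a 10 s baseline, library compound was pin-added and calcium release was recorded kinetically (ex 480/em 530) as agonist response.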
USP1-UAF1 inh = USP1/UAF1 (human) deubiquitinase inhibition. AID 743255. O94782. 390,000 compounds, 0.23% hits. recombinant USP1/UAF1, Ub-Rhodamine cleavage fluorescence. Potency, µM (highest dose often 57.1 µM), for inactives: top-dose activity change, negative = inhibition, most hits filed as inhibitors; note: potency is the fitted concentration of half-maximal effect; % is set by controls: 0 for no effect and ±100 for the full control effect; nearly all actives have a fitted effect of over 60% in size; inactives centre near -12
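1 nM enzyme complex + cpd, 15 min RT; start with Ub-Rho 150nM final; kinetic fluorescence ex 480/em 540, 6 reads q60 s. Buffer 50mM HEPES pH 7.8, 0.5mM EDTA, 0.1 mg/ml BSA, 1mM TCEP, 0.01% Tween-20.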
D2 ag = agonists of human D2 dopamine receptor. activation, % at 2 µM. P14416. HEK293 T-REx D2 cells, calcium flux agonist mode. AID 485358. 340,000 compounds, 0.53% hits;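 active = activation over 3 SD above normal in the single-dose calcium agonist read, cut at about 30% in these data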; note: 0% is about no effect
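In this primary screen, compounds producing a positive calcium signal within 180 s of addition to tetracycline-induced, force-coupled HEK293 Trex D2 cells are flagged; cells are dye-loaded with a no-wash calcium kit beforehand.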
TrxR1 inh = inhibitors of rat thioredoxin reductase 1; Potency, µM (doses to about 114 µM), without a hit: at the highest dose activity change, negative = inhibition, most hits filed as inhibitors; recombinant rTrxR1, NADPH fluorescence consumption, selenite substrate; 390,000 compounds, 1% hits; note: potency is the fitted concentration of half-maximal effect; % is set by controls: 0 for no effect and ±100 for the full control effect; nearly all actives have a fitted effect of over 65% in size
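Rat TrxR1 (90 nM in the dispensed reagent) was pre-reduced with 400 uM NADPH for 5 min at room temperature, then incubated with compound for 15 min. After 400 uM selenite was added, NADPH fluorescence (Ex 340/Em 450 nm) was followed for 8 min.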
IDH1 R132H inh = inhibitors of human mutant IDH1 R132H; O75874; IDH1-R132H enzyme, NADPH consumption, diaphorase/resazurin fluorescence; Potency, µM (doses to about 76.6 µM), for the others: top-dose activity change, negative = inhibition, most hits filed as inhibitors; 390,000 compounds, 0.093% hits; note: potency is the fitted concentration of half-maximal effect; % is set by controls: 0 for no effect and ±100 for the full control effect; nearly all actives have a fitted effect of over 65% in size
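IDH1-R132H (0.5 ug/mL) preincubated 30 min with compound, then NADPH (0.016 mM) and alpha-KG (2 mM) added; 80 min at RT, pH 7.5. Remaining NADPH coupled via diaphorase/resazurin to fluorescence (540/590 nm); concentration-response curves normalized to no-enzyme control.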
D2 antagonist = antagonizes the human D2 dopamine receptor; P14416; HEK293 TREx D2 cells, calcium flux, dopamine EC80; inhibition, % at 10 µM; 340,000 compounds, 2% hits; AID 485344; in the data active = inhibition above about 30%; note: 0% is about no effect
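Overnight-induced (tetracycline, 30 C) HEK293 T-REx cells carrying force-coupled D2 receive a no-wash calcium dye, then compound, then EC80 dopamine at 180 s; signals are read kinetically throughout.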
Starred values were filed as active, the others as inactive; u = inconclusive; x = not tested or not shown; [ ] = another dose, or the depositor's remark. Unless noted, calls come from the whole dose curve; as a rule, active = well fitted inhibition curve with a large enough effect; inconclusive = small, poorly fitted or top-dose-only effect; inactive = no such curve, though single readings can be large or run the other way. A portion of the library; rates above refer to the full screens.

entry	mol	D2 antagonist	TrxR1 substrate	Pin1 inh	IDH1 R132H inh	USP1-UAF1 inh	TrxR1 inh	TRHR PAM	D2 ag	TRHR ag
1	CCn1c(CN2CCN(c3cccc(Cl)c3)CC2)nc2c1c(=O)[nH]c(=O)n2C	x	0%	-6%	33%	-8%	29%	11	0.0	-1.9
2	CCSc1ccccc1C(=O)NCc1ccc(OC)cc1	3	5%	-1%	6%	-18%	17%	2	0.1	-0.4
3	COc1cccc(/C=N/NC(=O)CNC(=O)COc2ccccc2)c1O	-14	6%	-7%	-1%	-3%	12%	-7	-1.6	-0.3
4	Cc1cccc(Nc2cc(C)nc3ccccc23)c1	-3	-3%	-2%	0%	-11%	2%	3	-0.1	0.5
5	COc1ccc(OC)c(NC(=O)CSc2nnc(-c3cnccn3)n2C)c1	-7	-14%	-12%	2%	-14%	-6%	0	-0.1	-0.2
6	CCN1c2ccccc2-c2nc3ccccc3n2C1c1cccnc1 (stereo not given)	6	131%[activator]	-2%	-4%	-12%	33%	-18	-2.0	-1.0
7	COc1ccc(NC(=O)c2cccc(N3C(=O)C4C5C=CC(C6CC56)C4C3=O)c2)c(OC)c1 (stereo not given)	-9	2%	-6%	0%	-22%	22%	8	-0.7	-0.1
8	Cc1cc(C(=O)COC(=O)c2ccc([N+](=O)[O-])o2)c(C)n1CC1CCCO1 (stereo not given)	6	-3%[57.1 µM]	1%	2%	-20%	-16%[57.1 µM]	4	1.5	0.3
9	CCn1c(C(c2ccccc2)c2ccccc2)n[nH]c1=S	-1	4%[57.1 µM]	0%	6%	-16%	9%[57.1 µM]	-2	-0.2	-0.4
10	CCOc1cc(CNCCCN2CCOCC2)cc(Br)c1OCc1ccccc1Cl	-14	-12%	1%	-11%	-4%	-9%	11	-0.5	2.1
11	CCOC(=O)N1CCC(NC(=O)Cc2cn(C)c3ccccc23)CC1	8	3%	-6%	9%	-12%	-13%	-1	-0.1	-0.2
12	O=C1c2ccccc2C(=O)N1CCCc1nc2ccccc2c(=O)n1-c1cccnc1	6	5%	1%	9%	-17%	20%[57.1 µM]	2	0.2	0.3
13	CCOC(=O)c1c(-c2ccc(OC)cc2)oc2ccc(O)cc12	-3	19%[57.1 µM]	3%	-12%	-20%	24%[57.1 µM]	12	0.6	-0.4
14	Cc1ccccc1Nc1c(-c2ccsc2)nc2c(C)cccn12	x	21%	1%	0%	-20%	35%	-6	1.5	0.2
15	C=CCn1sc(N)c(C(=O)OCC)c1=S	1	-6%	-4%	4%	-3%	9%	4	-0.1	-0.4
16	COc1cccc(N2CCN(C(=O)C3CCN(S(=O)(=O)c4cccc5nonc45)CC3)CC2)c1	x	-4%[57.1 µM]	-4%	3%	-18%	-1%[57.1 µM]	-4	0.4	-0.4
17	Cc1cc(-c2ccc(Cl)s2)n[nH]1	2	-3%	1%	1%	-16%	1%	-3	-0.4	-0.7
18	COc1ccccc1CNS(=O)(=O)c1ccc2c(c1)NC(=O)CO2	-1	u	5%	4%	-22%	12%	-1	1.2	0.1
19	CCOC(=O)N1CCN(C(=S)Nc2ccc(C)cc2)CC1	0	-2%	-2%	1%	-2%	-11%	-3	-0.7	0.1
20	COc1ccc(-c2cn[nH]c2-c2ccc(OC)cc2O)cc1	-7	0%	u	-6%	-3%	11%	4	-1.3	-0.6

Along the list, as entered above.
Entries 2–8 in IDH1 R132H inh read 6%, -1%, 0%, 2%, -4%, 0%, 2%
Entries 2–8 in D2 antagonist read 3, -14, -3, -7, 6, -9, 6

7 compounds drawn at random from the list so far, as already listed:
entry	mol	D2 antagonist	TrxR1 substrate	Pin1 inh	IDH1 R132H inh	USP1-UAF1 inh	TrxR1 inh	TRHR PAM	D2 ag	TRHR ag
10	CCOc1cc(CNCCCN2CCOCC2)cc(Br)c1OCc1ccccc1Cl	-14	-12%	1%	-11%	-4%	-9%	11	-0.5	2.1
16	COc1cccc(N2CCN(C(=O)C3CCN(S(=O)(=O)c4cccc5nonc45)CC3)CC2)c1	x	-4%[57.1 µM]	-4%	3%	-18%	-1%[57.1 µM]	-4	0.4	-0.4
12	O=C1c2ccccc2C(=O)N1CCCc1nc2ccccc2c(=O)n1-c1cccnc1	6	5%	1%	9%	-17%	20%[57.1 µM]	2	0.2	0.3
7	COc1ccc(NC(=O)c2cccc(N3C(=O)C4C5C=CC(C6CC56)C4C3=O)c2)c(OC)c1 (stereo not given)	-9	2%	-6%	0%	-22%	22%	8	-0.7	-0.1
3	COc1cccc(/C=N/NC(=O)CNC(=O)COc2ccccc2)c1O	-14	6%	-7%	-1%	-3%	12%	-7	-1.6	-0.3
11	CCOC(=O)N1CCC(NC(=O)Cc2cn(C)c3ccccc23)CC1	8	3%	-6%	9%	-12%	-13%	-1	-0.1	-0.2
4	Cc1cccc(Nc2cc(C)nc3ccccc23)c1	-3	-3%	-2%	0%	-11%	2%	3	-0.1	0.5

Following part.
entry	mol	D2 antagonist	TrxR1 substrate	Pin1 inh	IDH1 R132H inh	USP1-UAF1 inh	TrxR1 inh	TRHR PAM	D2 ag	TRHR ag
21	COc1ccc(CCNC(=O)CCn2c(=O)c3ccccc3n(Cc3ccccc3)c2=O)cc1OC	x	-1%	1%	-15%	-11%	9%	-2	-0.2	-2.3
22	CC(=O)N(c1nnc(-c2ccc(C)cc2)s1)C1CCCC1	-5	-5%	-2%	0%	-18%	8%	1	0.0	0.1
23	COc1ccccc1CNC(=O)C1CCN(S(=O)(=O)N2CC(C)CC(C)C2)CC1 (stereo not given)	-18	-5%	-4%	1%	-19%	16%	3	-0.9	-0.9
24	COc1ccc(N2CCN(C(=O)COC(=O)c3ccccc3OCc3ccc(F)cc3)CC2)cc1	7	15%[57.1 µM]	1%	0%	-22%	33%[activator]	0	-0.2	0.4
25	CCn1cc(C(=O)N2CCCC(N3CCN(c4cccc(C(F)(F)F)c4)CC3)C2)cn1 (stereo not given)	4	-1%	1%	-5%	-8%	19%	1	28	0.5
26	CCN1C(=O)[C@H]2[C@@H](c3ccc(-c4ccc5c(c4)OCO5)c(OC)c3)N[C@@](Cc3ccccc3)(C(=O)OC)[C@H]2C1=O	8	14%	-9%	12%	u	17%	-3	0.5	0.6
27	CC(=O)NC(CC(=O)NCC(=O)Nc1ccc(F)c(F)c1)c1ccccc1 (stereo not given)	25	2%	-1%	0%	-18%	-1%	-1	-0.4	0.3
28	CCOC(=O)C1=C(CN2CCN(c3ccccc3F)CC2)NC(=O)NC1c1ccc(OC)cc1 (stereo not given)	x	-15%	2%	0%	-21%	7%	-3	-0.7	-0.3
29	CCn1c(CCNC(=O)c2ccccc2Cl)n[nH]c1=S	24	-8%	-4%	0%	-22%	-18%	3	0.1	-0.1
30	O=C(CSC1=NCCS1)Nc1ccc(S(=O)(=O)N2CCCCCC2)cc1	5	4%	27%	1%	-7%	22%	-5	0.3	0.8
31	CCC(C)NCC(=O)Nc1sc2c(c1C(N)=O)CCC2 (stereo not given)	-2	3%	1%	1%	-10%	-2%	6	0.9	-0.2
32	O=C(CN1CCN(S(=O)(=O)c2ccc(F)c(F)c2)CC1)Nc1ccccc1C(=O)NC1CC1	x	-10%	0%	-1%	-23%	-7%	5	x	-0.1
33	CC(C)c1ccc(C(C(=O)NC2CCCC2)N(C(=O)CNC(=O)c2ccco2)c2cccnc2)cc1 (stereo not given)	-23	5%[57.1 µM]	-2%	-6%	-11%	17%	0	0.9	0.4
34	Cc1cccc(NC(=O)NCc2ccc3c(c2)OCO3)c1C	-25	5%	0%	2%	-4%	16%	8	-1.7	-0.1
35	O=C(C[C@@H]1C/C=C\CCCC(=O)OC[C@@H]2CCCN2C1=O)N[C@H](CO)Cc1ccccc1	x	6%	-2%	-7%	-24%	17%	x	x	x
36	CN(C)C(=O)c1cc([N+](=O)[O-])cc([N+](=O)[O-])c1N(C)C	-14	5%	-5%	-1%	-1%	13%	5	0.1	0.2
37	Cc1ccc2nc(NC(=O)c3ccc(-c4nc5ccccc5s4)s3)sc2c1	23	-1%	u	-2%	-21%	7%	2	-0.4	0.5
38	Cc1ccc(S(=O)(=O)Nc2cc3c(cc2C)n(C)c(=O)c(=O)n3C)c(C)c1	x	2%[57.1 µM]	-7%	x	-20%	2%[57.1 µM]	-7	0.1	-0.3

By substructure: those above containing a nitro group on carbon
entry	mol	D2 antagonist	TrxR1 substrate	Pin1 inh	IDH1 R132H inh	USP1-UAF1 inh	TrxR1 inh	TRHR PAM	D2 ag	TRHR ag
8	Cc1cc(C(=O)COC(=O)c2ccc([N+](=O)[O-])o2)c(C)n1CC1CCCO1 (stereo not given)	6	-3%[57.1 µM]	1%	2%	-20%	-16%[57.1 µM]	4	1.5	0.3
36	CN(C)C(=O)c1cc([N+](=O)[O-])cc([N+](=O)[O-])c1N(C)C	-14	5%	-5%	-1%	-1%	13%	5	0.1	0.2

Screening results from PubChem BioAssay.
